Glioma ERSR ind: induces the endoplasmic reticulum stress response in human glioma cells | U87-MG GRP78 promoter luciferase reporter, 16 h | Potency, µM, for the others: top-dose activation, hits mostly activators | 420,000 tested, 0.02% active; further: potency means the concentration at half of the fitted maximal effect; series mostly up to about 76 µM; % of control where 0% means no effect; nearly all actives have a fitted effect of over 35% in size
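Stably transfected U87-MG glioma cells carrying a GRP78-based luciferase sensor; 16 h compound incubation. Luminescence end-point read 10 min after Bright-Glo addition at room temperature.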
LDHA block: LDHA (human) enzyme inhibition; AID 1347041; purified LDHA, NADH/diaphorase-resazurin fluorescence; stronger effect = lower value; 480,000 tested, 0.15% active; activity change, % (values are at about 110 or 230 µM); P00338; in the data active means activity change below about -30%; inconclusive means mostly about -25% to -30%;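 further: plate controls were DMSO wells for no effect and wells without enzyme for full effect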
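Enzyme activity of human lactate dehydrogenase 5 (2 nM; 0.06 mM NADH, 0.2 mM pyruvate, 5 min, RT) is measured via a resazurin/diaphorase fluorescence readout of residual NADH.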
Vif-A3G inh: blocks the Vif interaction with human APOBEC3G; Q9HC16; HeLa A3G-eYFP + Vif (tagged APOBEC3G with the HIV-1 protein that degrades it), YFP fluorescence, overnight; Potency, µM (series often up to 46.1 µM), without a hit: at the highest dose activity, negative = active, usual class: inhibitors; 410,000 tested, 0.076% active; AID 602310;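 further: potency means the concentration at half of the fitted maximal effect; on the % scale 0 is the no-effect control and ±100 the full control effect; nearly all actives have a fitted effect of over 60% in size; hits raise eYFP signal because A3G escapes Vif-driven loss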
Target sequence (Q9HC16 whole entry, looked up): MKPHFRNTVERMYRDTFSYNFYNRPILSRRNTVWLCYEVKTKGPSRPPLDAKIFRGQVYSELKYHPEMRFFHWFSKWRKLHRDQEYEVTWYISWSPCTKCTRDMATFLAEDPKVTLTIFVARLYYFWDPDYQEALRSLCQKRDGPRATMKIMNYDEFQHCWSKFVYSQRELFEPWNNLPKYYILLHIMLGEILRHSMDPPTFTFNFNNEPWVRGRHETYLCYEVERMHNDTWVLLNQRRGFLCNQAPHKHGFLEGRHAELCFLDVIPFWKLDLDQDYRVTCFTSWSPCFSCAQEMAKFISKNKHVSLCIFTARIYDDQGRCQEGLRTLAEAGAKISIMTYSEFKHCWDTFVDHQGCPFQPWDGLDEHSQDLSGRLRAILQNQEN
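HeLa cells stably expressing Vif and C-terminally eYFP-tagged A3G, seeded overnight at 37 deg C, then exposed to compound by pintool overnight at 37 deg C. Rise in yellow fluorescence (Ex 488/Em 500-530, Acumen) marks blocked Vif-driven A3G degradation.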
Numbers without * were called inactive; ? = inconclusive. Unless noted, the call rests on the fitted dose curve; in most records, active means well fitted curve in the direction sought with a large enough effect; inconclusive means small, poorly fitted or top-dose-only effect, or another doubt; inactive means no such curve, though single readings can be large; an effect the other way counts as inactive or inconclusive.

canonical_smiles	Glioma ERSR ind	LDHA block	Vif-A3G inh
Cc1ccc(OCCN2CCC2(C)C(=O)NCc2ccc(C(F)(F)F)cc2)cc1 (centres undefined)	0%	-1	-1%
CC(C)C[C@H]1CN([C@@H](CC(C)C)CN2CCC[C@@H]2CN2C(=S)NC[C@@H]2Cc2ccc(O)cc2)C(=S)N1CC1CCCCC1	7%	-11	?
NC(=O)c1cccc(-c2ccnc3c2CC(C(=O)NCC2CC2)O3)c1 (centres undefined)	-2%	-6	-5%
Cc1noc(C)c1-c1ccc(C(=O)Nc2ccc(C(C)C)cc2)c2occc12	-1%	-2	-2%
COc1cc(CNC(=O)Nc2nc(C(N)CCc3ccccc3)cs2)cc(OC)c1OC (centres undefined)	-6%	-4	-10%
COc1ccc(C2=Nc3ccccc3NC(=O)C2N(Cc2ccc(F)cc2)C(=O)c2ccco2)cc1 (centres undefined)	12%	-1	-14%
CCn1nccc1NC(=O)c1csc([C@@H]2C[C@H](O)[C@@H](CO)O2)n1	-3%	-17	-2%
O=C(/C=C/[C@H]1O[C@@H](n2cnc3c(NC(=O)c4ccccc4)ncnc32)[C@H](O)[C@@H]1O)NCCCN1CCCC1=O	-2%	-7	1%
CCOC(=O)C1(C)CCN1C(=O)c1ccc(Cl)nc1 (centres undefined)	-3%	-7	-2%
CCNC(=O)C1(C)CCN(C(=O)c2ccc(C)c(F)c2)C1 (centres undefined)	-2%	-5	2%
COc1cc(-c2cc3nc(NCc4ccco4)ccn3n2)cc(OC)c1OC	-2%	-3	?
CC1(C(=O)NS(=O)(=O)c2ccc3ccccc3c2)CCN1C(=O)CC1CCCCC1 (centres undefined)	-2%	-12	-4%
CC1(C(=O)Nc2cnc3ccccc3c2)CCN1Cc1ccc(-c2ccccc2)o1 (centres undefined)	2%	0	-26%
O=C1C=C(O)CC2(CCCCC2)C1	-1%	0	-1%
O=C(c1cccc(-c2cncc3nccn23)c1)N1CCOCC1	-5%	-3	-1%
COc1ccc(CNC(=O)c2ccc(-n3ccnc3)c3ccoc23)cc1OC	0%	3	-4%
CN1CCCC1CN1CCCC1 (centres undefined)	-5%	0	-1%
CCc1nc2ccc(C(=O)NCCCN3CCCC3=O)cn2c1N(C)CCC(C)C	-3%	-8	-2%
COc1ccc(CN2C(=O)CCC2(C)c2nc3ccccc3[nH]2)cc1 (centres undefined)	3%	-8	2%
FC(F)C(F)(F)Oc1cccc(Nc2nccn3c(-c4ccc5ccccc5c4)cnc23)c1	1%	-79*	-3%
COc1ccccc1C(=O)Nc1nnc([C@@H]2C[C@H](O)[C@@H](CO)O2)s1	0%	-10	-3%
CCCS(=O)(=O)NC(=O)C1(C)CCCN(C(=O)c2ccncc2)C1 (centres undefined)	-3%	-7	-1%
OC[C@@H]1CN(Cc2ccc(Cl)cc2)C[C@H](n2cnc3c(N4CCOCC4)ncnc32)O1	-1%	-2	-1%
COc1ccc(NC(=O)c2cc(C3CCCCN3S(=O)(=O)c3cccs3)on2)c(C)c1 (centres undefined)	-1%	-4	0%
Cc1ccc2nc(C3CCCCC3)c(CC(C)(C)C)n2c1	-1%	0	-13%
COc1ccc(-c2noc(-c3csc([C@@H]4C[C@H](O)[C@@H](CO)O4)n3)n2)cc1OC	-1%	-11	1%
CN1CCN(C(=O)c2cc3c(c(-c4cccc(-c5cc6ccccc6o5)c4)n2)[C@@H](CCO)N(S(=O)C(C)(C)C)C3)CC1 (some centres undefined)	-2%	-4	1%
CSc1ccc(CNC(=O)C2(C)CCCN2C)cc1 (centres undefined)	-2%	-3	1%
COc1ccc(-c2cc(C(=O)NCc3cccc(Cl)c3)[nH]n2)c(C)c1	0%	-3	-7%
Cc1ccc2nc(C(C)(C)C)c(Cc3cccc(Cl)c3)n2c1	1%	0	-2%
COc1ccccc1NC(=O)Nc1nnc([C@H]2C[C@H](O)[C@@H](CO)O2)s1	0%	-5	0%
CCC(=O)N1CCCC(C)(C(=O)Nc2nccc3ccccc23)C1 (centres undefined)	-1%	-3	0%
COCCN1C[C@@H](CO)O[C@@H](n2cnc3c(N(C)C)ncnc32)C1	-2%	9	-1%
OCCN1CCN(c2ncnc3c2ncn3[C@H]2CN(Cc3ccco3)C[C@@H](CO)O2)CC1	-2%	-5	-7%
COCc1cccc(-c2csc(C(O)c3ccc(F)cc3)n2)c1 (centres undefined)	2%	-6	-3%
COCCNC(=O)C1(C)Cc2c(-c3cccc(NC(C)=O)c3)ccnc2O1 (centres undefined)	-1%	-3	?
CC(C)NC(=O)N(C)C[C@H]1OCCCC[C@@H](C)Oc2ccc(N(C)C)cc2C(=O)N([C@H](C)CO)C[C@@H]1C	-2%	-1	3%
COc1ccc(C(C)(O)c2nc(-c3ccc(Cl)cc3)cs2)cc1 (centres undefined)	-4%	-11	-8%
CC(C)CNC(=O)C1(C)CCCN1C(=O)c1cccnc1 (centres undefined)	0%	-9	-1%
CC(=O)c1cccc(-c2ccnc3c2CC(C(=O)Nc2cccc(C(F)(F)F)c2)O3)c1 (centres undefined)	-5%	-4	-8%
O=C(Nc1c(-c2ccc3c(c2)OCO3)[nH][nH]c1=O)c1ccccc1	-2%	14	-6%
CCN(CC)CCC12CC(C)OC1=Nc1ccccc1NC2=O (centres undefined)	-1%	-1	1%
COCCNC(=O)C1(C)CCCN(CCOc2ccc(Cl)cc2)C1 (centres undefined)	-1%	-7	1%
COc1ccc(CNC(=O)/C=C/[C@H]2O[C@@H](n3cc(C)c(=O)[nH]c3=O)C[C@@H]2O)cc1	-4%	-3	0%
Cc1ccc(C)c(C(O)c2ncc(-c3cccc(C(F)(F)F)c3)[nH]2)c1 (centres undefined)	6%	-4	-6%
CN(Cc1ccccc1)C(=O)c1ccc(Nc2nc(C(N)Cc3ccccc3)cs2)nc1 (centres undefined)	-7%	-5	-25%
C=C1C(=O)[C@]23C[C@H]1CCC2[C@@]1(C)C(C[C@@H]3O)[C@](C)(C(=O)OC)CC[C@@H]1OC(C)=O (some centres undefined)	-13%	-6	-17%
CCc1nc2ccc(C(=O)Nc3cccc(NS(C)(=O)=O)c3)cn2c1N(C)CCCc1ccccc1	-2%	2	-11%
Cc1cc(Cl)ccc1C(O)c1ncc(-c2ccc3ccccc3c2)[nH]1 (centres undefined)	-5%	-5	-6%
S=C1NCc2cncnc2N1	-2%	0	2%
CC1(C(=O)NS(=O)(=O)c2ccc(Br)cc2)CCN1C(=O)Cc1ccsc1 (centres undefined)	-1%	-10	-4%
O=C(Cn1cc(COc2ccc(-n3cccc3)cc2)nn1)NS(=O)(=O)c1ccccc1C(F)(F)F	1%	-5	-2%
CC(O)(c1ccc(F)c(F)c1)c1nc(-c2ccc3ccccc3c2)cs1 (centres undefined)	-5%	1	-10%
CC(=O)c1cccc(-c2ccnc3c2CC(C(=O)Nc2cccc(NS(C)(=O)=O)c2)O3)c1 (centres undefined)	-2%	-14	?
CCCOc1ccc(F)cc1-c1cc(C(=O)NCc2ccco2)[nH]n1	0%	-5	-8%
CCOC(=O)C1(C)CCN1C(=O)c1cc(C)oc1C (centres undefined)	2%	-1	4%
Cc1cc(Cl)ccc1C(O)c1ncc(-c2ccccc2Cl)[nH]1 (centres undefined)	-1%	-3	-1%
OC[C@@H]1CN(Cc2cccs2)C[C@H](n2cnc3c(NCc4ccncc4)ncnc32)O1	-1%	-3	2%
CC1(C(=O)NS(=O)(=O)c2ccc3c(c2)CCO3)CCN1C(=O)C1(c2ccc(Cl)cc2)CCC1 (centres undefined)	1%	-5	2%
CCc1ccc(C(O)c2ncc(-c3ccccc3OC)[nH]2)cc1 (centres undefined)	-2%	-9	-7%

The list goes on; the last two above are carried over.
canonical_smiles	Glioma ERSR ind	LDHA block	Vif-A3G inh
CC1(C(=O)NS(=O)(=O)c2ccc3c(c2)CCO3)CCN1C(=O)C1(c2ccc(Cl)cc2)CCC1 (centres undefined)	1%	-5	2%
CCc1ccc(C(O)c2ncc(-c3ccccc3OC)[nH]2)cc1 (centres undefined)	-2%	-9	-7%
CC(C)C[C@@H](CN1CCC[C@@H]1CN1C(=S)NC[C@@H]1Cc1ccc(O)cc1)N1C[C@H](Cc2ccc(O)cc2)N(CCc2ccccc2)C1=S	-11%	-11	-7%
CC1(C(=O)NS(=O)(=O)c2ccc(Cl)s2)CCN1C(=O)C1(c2ccc(Cl)cc2)CC1 (centres undefined)	-1%	-17	-2%
CC(C)(C)CNC(=O)C1(C)CCN1C(=O)Cc1ccc(C(C)(C)C)cc1 (centres undefined)	-1%	6	-6%
CC1(C(=O)NS(=O)(=O)Cc2cccc(Cl)c2)CCN1C(=O)CCc1cccs1 (centres undefined)	-1%	-11	0%
CCCCNC(=O)Cn1nnc(-c2ccccc2)c1COc1ccc(C(C)=O)cc1	-1%	-4	-1%
Cc1ccc(C)c(CC(=O)N2CCCC(c3cc(C(=O)Nc4ccc5c(c4)OCO5)no3)C2)c1 (centres undefined)	-2%	-11	-4%
CC(C)Nc1ncnc2c1ncn2[C@H]1CN(Cc2ccc(F)cc2)C[C@@H](CO)O1	-5%	-6	1%
OCc1cccc(-c2csc(C(O)c3ccco3)n2)c1 (centres undefined)	-1%	-7	-3%
CCNC(=O)C1(C)CCCN(C(=O)c2sc(-c3ccccc3)nc2C)C1 (centres undefined)	-2%	-12	-5%
Cc1noc(C)c1-c1ccc(C(=O)NCc2cccc(Cl)c2)c2occc12	-2%	-6	-17%
CCCCNC(=O)C1(C)CCN1C(=O)c1cccnc1Oc1ccccc1 (centres undefined)	-3%	-13	0%
O=CNc1cc(-c2ccc(C(=O)NC3CC3)cc2)cn2c(-c3ccc(F)c(Cl)c3)cnc12	2%	-2	-17%
Cc1c(C(=O)NCCC#N)sc(=O)n1Cc1ccccc1F	-1%	2	1%
O=C1C(CCc2ccccc2)ON=C(c2cnccn2)N1Cc1ccc(F)cc1 (centres undefined)	-1%	3	1%
CC(C)c1ccc(CC(=O)N2CCC2(C)C(=O)NS(=O)(=O)c2cccc(OC(F)F)c2)cc1 (centres undefined)	-1%	-4	-2%
O=C(NCCNC(=O)c1ccc(Cl)cc1Cl)c1ccc(Cl)cc1Cl	-3%	1	3%
CC1(C(=O)Nc2ccccc2Br)CCN1C(=O)Cc1ccc(Cl)cc1Cl (centres undefined)	-4%	-4	-2%
COc1ccc(CC(N)c2csc(NC(=O)c3ccccc3)n2)cc1 (centres undefined)	-3%	-11	1%
CC(C)N1CCC1(C)C(=O)Nc1ccc(-n2cccc2)cc1 (centres undefined)	-3%	-6	1%
COc1cc(CCN(C(=O)c2cc3ccccc3[nH]2)C(c2ccccn2)c2nc3ccccc3[nH]2)cc(OC)c1 (centres undefined)	-1%	11	-9%
CC(=O)Nc1cccc(-c2ccnc3c2CC(C)(C(=O)Nc2ccc(C(C)C)cc2)O3)c1 (centres undefined)	-6%	-3	-15%
CC1(C)OC(=O)C2=C(C[C@@H](CCOCc3ccccc3)O[C@H]2c2ccc(F)cc2)O1	-1%	0	0%
Fc1ccc(-c2nc3ccc(Cl)cn3c2Cc2ccsc2)cc1	2%	-4	-4%
CC1(Oc2cccc(F)c2)CCN(Cc2ccc3ccccc3c2)C1 (centres undefined)	-3%	-4	0%
CN(C)c1ccc(CNC(=O)C2(C)Cc3c(-c4ccc(N(C)C)cc4)ccnc3O2)cc1 (centres undefined)	-2%	-4	-11%
CC1=C(C(=O)N(C(C)C)C(C)C)CC(CC(=O)NC2CCCC2)C(=O)N1Cc1ccc(C(C)(C)C)cc1 (centres undefined)	12%	-6	-7%
CC(CSC(=O)c1ccccc1)C(=O)N1c2ccccc2CC1C(=O)O (centres undefined)	0%	-2	-9%
CCCNC(=O)C1(C)CCCN(C(=O)c2ccccc2F)C1 (centres undefined)	-1%	-8	-1%
COCCN(CCOC)Cc1cc(=O)oc2cc(OC)ccc12	3%	-3	1%

Complete entries, quoted from the list. Order of screens: Glioma ERSR ind, LDHA block, Vif-A3G inh
CN(Cc1ccccc1)C(=O)c1ccc(Nc2nc(C(N)Cc3ccccc3)cs2)nc1 (centres undefined) across the screens: -7%, -5, -25%
CC(C)C[C@H]1CN([C@@H](CC(C)C)CN2CCC[C@@H]2CN2C(=S)NC[C@@H]2Cc2ccc(O)cc2)C(=S)N1CC1CCCCC1 across the screens: 7%, -11, ?

This is a subset; rates above refer to the full screens.
